Source: PubChem
p53 reactivator: restores transcriptional activity of mutant p53; Potency, µM (titrated, usually from 92.2 µM), without a hit: at the highest dose activity change, positive = activation, most hits filed as activators; H1299 p53-A138V BP100-luciferase reporter, luminescence, 24 h; AID 504706; 320,000 compounds, 0.063% hits; also: % of control where 0% means no effect; nearly all actives have a fitted effect of over 45% in size
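p53-null H1299 cells stably carrying temperature-sensitive p53-A138V and a BP100-luciferase reporter were pinned with compounds (4-point, 1:5 series) and held 24 hrs at 37 deg C. Luminescence was read 10 min after detection reagent.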
FLuc modulator: firefly luciferase modulation, counter-screen for miR-21 project | P08659 | purified FLuc, Km substrates, luminescence inhibition | Potency, µM (series often up to 57.5 µM), without a hit: at the top dose activity change, negative = inhibition, hits mostly inhibitors | 360,000 compounds, 6.9% hits | AID 588342;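 also: plate controls were vehicle for no effect and reference inhibitor for full effect; nearly all actives have a fitted effect of over 55% in size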
Target sequence (P08659 whole entry, looked up): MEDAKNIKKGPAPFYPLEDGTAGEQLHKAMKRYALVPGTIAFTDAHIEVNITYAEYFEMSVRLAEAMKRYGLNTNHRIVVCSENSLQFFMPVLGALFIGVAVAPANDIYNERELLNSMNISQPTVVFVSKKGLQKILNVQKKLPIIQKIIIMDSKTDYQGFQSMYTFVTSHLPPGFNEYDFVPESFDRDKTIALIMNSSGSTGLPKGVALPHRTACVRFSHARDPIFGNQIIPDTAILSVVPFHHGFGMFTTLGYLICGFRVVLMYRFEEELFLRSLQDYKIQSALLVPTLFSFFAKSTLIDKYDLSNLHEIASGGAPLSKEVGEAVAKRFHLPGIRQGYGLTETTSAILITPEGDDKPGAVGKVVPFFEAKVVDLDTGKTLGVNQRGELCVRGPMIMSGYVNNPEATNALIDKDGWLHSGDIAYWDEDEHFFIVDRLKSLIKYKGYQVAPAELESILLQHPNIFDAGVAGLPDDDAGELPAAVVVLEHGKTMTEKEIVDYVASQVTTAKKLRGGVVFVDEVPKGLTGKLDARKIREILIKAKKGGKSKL
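Purified P. pyralis luciferase, 10 nM final, with Km-level 10 uM D-luciferin and 10 uM ATP in 50 mM Tris acetate pH 7.5, 10 mM Mg acetate, 0.01% Tween-20, 0.05% BSA; 6-point qHTS titration about 60 µM downward; luminescence read.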
NPC1 prom act: activates the NPC1 promoter; Huh7 NPC1 promoter luciferase reporter, 24 h; Potency, µM (doses to about 9.22 µM), without a hit: at the highest dose activation, hits mostly activators; 320,000 compounds, 2.4% hits; AID 485313;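 also: % of control where 0% means no effect; nearly all actives have a fitted effect of over 60% in size; reporter is driven by a mutant NPC1 promoter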
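Huh7 reporter cells (NPC1 promoter driving luciferase) are dosed with compound for 24 h at 37 °C, 5% CO2; luciferase detection reagent is then added and luminescence measured after 10 min at ambient temperature.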
BRCA1 expr act: BRCA1 expression activation; AID 624202; Potency, µM (series often up to 46.1 µM), without a hit: at the highest dose activation, usual class: activators; 380,000 compounds, 1.1% hits; MCF7-BRCA1-FFLuc reporter, luminescence, 48 h; response scale: scaled: vehicle 0%, 10 µM genistein 100%; also: nearly all actives have a fitted effect of over 80% in size; some results filed as inactive show a strong effect at the top dose
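Quantitative HTS in MCF7 cells stably reporting BRCA1 expression via firefly luciferase. Compound treatment lasts 48 h at 37 °C in phenol-red free MEM. Activation is expressed relative to genistein at 10 microM and DMSO.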
uPA generation: inhibitors of cell surface uPA generation | 330,000 compounds, 0.31% hits | cell surface uPA generation assay, qHTS | Potency, µM (highest dose often 38.3 µM), for the others: at the top dose activity change, negative = inhibition, usual class: inhibitors; active = well fitted inhibition curve with a large enough effect; inconclusive = small, poorly fitted or top-dose-only effect; inactive = no such curve, though single readings can be large or run the other way; tested in mouse RAW 264.7 cells; also: % is scaled to controls: 0 for no effect and ±100 for the full control effect; nearly all actives have a fitted effect of over 55% in size
MBNL1-CUG inh: MBNL1-poly(CUG) RNA binding inhibition. 280,000 compounds, 0.036% hits. Q9NR56. Potency, µM (top dose mostly 57.5 µM), for inactives: at the highest dose activity change, negative = inhibition, most hits filed as inhibitors. TR-FRET MBNL1-His/biotin-(CUG)12 binding, 665/545 ratio; active = well fitted inhibition curve with a large enough effect in the signal ratio, with a control signal flat, not every such curve was filed as active; inconclusive = small, poorly fitted or top-dose-only effect, or effect the other way, or a change in a side signal; inactive = no such curve, though single readings can be large or run the other way; the % refers to the signal ratio; also: % is scaled to controls: 0 for no effect and ±100 for the full control effect
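His-tagged MBNL1 binding to biotinylated (CUG)12 RNA was measured by TR-FRET using terbium anti-His antibody (0.055 ng/ul final) and streptavidin-XL665 (5 nM final). Compounds were titrated 92 nM to 58 uM; 60 min at room temperature.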
Rab9 prom act: activators of Rab9 promoter; 320,000 compounds, 2.8% hits; Potency, µM (doses to about 9.22 µM), for inactives: top-dose activation, negative = inhibition, most hits filed as activators; AID 485297; Huh7 Rab9 promoter-luciferase reporter, luminescence, 24 h; also: % of control where 0% means no effect; nearly all actives have a fitted effect of over 60% in size
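Huh7 cells stably carrying a Rab9 promoter-luciferase reporter, 1500 cells per well in OP-MEM I with 10% FBS, treated with compound 24 hours at 37C. Luciferase activity read by luminescence after 10 minutes with Amplite reagent.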
RORgamma inh: ROR gamma (mouse) transcription inhibition; P51450; AID 2551; Potency, µM (highest dose often 53.6 µM), without a hit: at the highest dose activity change, negative = inhibition, hits mostly inhibitors; Drosophila S2 Gal4-RORgamma UAS-luciferase reporter, 20 h; 310,000 compounds, 5.4% hits; also: % is scaled to controls: 0 for no effect and ±100 for the full control effect; nearly all actives have a fitted effect of over 60% in size
Target sequence (P51450 whole entry, looked up, the tested form may be a part): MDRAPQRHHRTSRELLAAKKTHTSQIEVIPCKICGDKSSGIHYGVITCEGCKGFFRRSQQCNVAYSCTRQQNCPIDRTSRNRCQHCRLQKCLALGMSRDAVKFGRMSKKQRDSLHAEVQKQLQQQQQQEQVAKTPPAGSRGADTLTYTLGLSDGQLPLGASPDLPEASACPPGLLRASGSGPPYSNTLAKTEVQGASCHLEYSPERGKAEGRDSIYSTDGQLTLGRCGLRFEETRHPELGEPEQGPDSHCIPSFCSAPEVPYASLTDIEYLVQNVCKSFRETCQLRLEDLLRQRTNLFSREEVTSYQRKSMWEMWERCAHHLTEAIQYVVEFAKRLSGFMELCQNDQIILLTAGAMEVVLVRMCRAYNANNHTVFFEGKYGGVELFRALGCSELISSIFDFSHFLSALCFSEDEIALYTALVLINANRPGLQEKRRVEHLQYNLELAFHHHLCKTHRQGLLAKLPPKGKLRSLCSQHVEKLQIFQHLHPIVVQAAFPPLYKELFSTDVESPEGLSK
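Read-out: Photinus luciferase luminescence; inhibitors lower reporter signal. Insect Schneider cells with Gal4-ROR gamma fusion under metallothionein promoter, UAS reporter; 700 uM final copper sulfate induction, 20 hr, ambient temperature.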
ELG1 genotox: induces genotoxicity in HEK293T cells with luciferase-tagged ELG1. HEK293T ELG1-luciferase reporter, luminescence, 16 h. Potency, µM (top dose mostly 46 µM), for the others: at the top dose activity change, positive = activation, actives largely listed as activators. 330,000 compounds, 1.3% hits. AID 504466; also: % of control where 0% means no effect; nearly all actives have a fitted effect of over 60% in size
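HEK293T cells expressing luciferase-tagged ELG1 were exposed to compound or DMSO vehicle for 16 hr at 37 °C and 5% CO2. Luciferase activity was then measured with ONE-Glo after 30 min at room temperature.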
Gal4-VP16 FLuc: Gal4-VP16 reporter inhibition counter-screen; 310,000 compounds, 3.5% hits; Potency, µM (top dose mostly 53.6 µM), inactives show top-dose activity, negative = inhibition, hits mostly inhibitors; Drosophila S2 Gal4-VP16 UAS-luciferase, luminescence, 20 h;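 also: Gal4-VP16 expression switched on by copper sulfate through the metallothionein promoter; % is scaled to controls: 0 for no effect and ±100 for the full control effect; nearly all actives have a fitted effect of over 50% in size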
* marks the source's active call; other numbers are inactive results; ? = inconclusive; / = not tested or not shown; [ ] = another dose, or the depositor's remark. Unless noted, calls follow the shape of the dose curve; as a rule, active = well fitted curve in the direction sought with a large enough effect; inconclusive = small, poorly fitted or top-dose-only effect, or another doubt; inactive = no such curve, though single readings can be large; an effect the other way counts as inactive or inconclusive. Potency is read from the fitted curve at half-maximal effect.

Start of the data: the first 2 entries (preview)
SMILES	p53 reactivator	FLuc modulator	NPC1 prom act	BRCA1 expr act	uPA generation	MBNL1-CUG inh	Rab9 prom act	RORgamma inh	ELG1 genotox	Gal4-VP16 FLuc
CCOC(=O)CSc1nccc(N(C)C)c1C#N	-2%	-3%	2%	-14%	6%	5%	-1%	21%	1%	-2%
CCOc1ccccc1OCCCC(=O)Nc1cc(S(=O)(=O)N2CCOCC2)ccc1OC	3%	/	/	-37%	3%	/	/	/	-4%	/

The whole of this part, from the start:
SMILES	p53 reactivator	FLuc modulator	NPC1 prom act	BRCA1 expr act	uPA generation	MBNL1-CUG inh	Rab9 prom act	RORgamma inh	ELG1 genotox	Gal4-VP16 FLuc
CCOC(=O)CSc1nccc(N(C)C)c1C#N	-2%	-3%	2%	-14%	6%	5%	-1%	21%	1%	-2%
CCOc1ccccc1OCCCC(=O)Nc1cc(S(=O)(=O)N2CCOCC2)ccc1OC	3%	/	/	-37%	3%	/	/	/	-4%	/
Cc1cc(C)cc(NC(=O)c2sc3nc(C)cc(C)c3c2N)c1	7%	9.5µM*	1.8µM*	4µM*	0%	125%[activator]	3.2µM*	?	?	4%
CCCCCC(=O)Nc1c2c(nc3ccccc13)CCC2	-39%[inhibitor]	0%	-2%	-10%	-19%	1%	0%	-13%	-3%	2%
COc1ccc(OC)c(NC(=O)NC2CCCCCCC2)c1	12%	?	2%	0%	-23%	-2%	-1%	-10%	-3%	-12%
COc1cccc(-c2nc(CS(=O)(=O)CC(=O)NCCCN3C(C)CCCC3C)c(C)o2)c1 (stereo not given)	-2%	0%	2%	0%	-2%	1%	2%	-14%	0%	3%
CCC(=O)N1CCc2cc(S(=O)(=O)NC(Cc3ccccc3)C(=O)Nc3nccs3)ccc21 (stereo not given)	-14%	-1%	-1%	-4%	1%	-22%	-8%	-2%	1%	8%
Cc1c(NC(=O)c2cc(-c3cccs3)nc3ccccc23)c(=O)n(-c2ccccc2)n1C	-4%	-3%	-5%	-17%	3%	28%	-5%	-10%	-6%	-5%
COc1ccc(-c2cc(C(=O)N(C)CC(=O)Nc3ccccc3Cl)c3ccccc3n2)cc1OC	-15%	?	-6%	-31%	-5%	/	-7%	/	-16%	/
COc1ccc2cc(C(=O)C3CCCN(C(=O)c4snnc4C)C3)ccc2c1 (stereo not given)	-8%	1%	-6%	-9%	-18%	?	0%	?	-6%	-5%
COc1cc(/C=C/C(=O)O)cc(S(=O)(=O)Nc2cc(C(F)(F)F)ccc2N2CCOCC2)c1OC	-4%	/	/	0%	1%	/	/	/	0%	/
Cc1ccc(S(C)(=O)=O)cc1C(=O)Nc1cccc(S(=O)(=O)N2CCCCCC2)c1	-4%	/	-2%	-37%	-15%	/	0%	/	-5%	/
O=C1c2ccccc2S(=O)(=O)N1CC(O)COc1ccc(Cl)cc1 (stereo not given)	-4%	?	9%	19%	-2%	-12%	11%	1%	6%	3%
COC(=O)c1c(NC(=O)COC(=O)CCS(=O)(=O)c2ccc(C)cc2)sc(C)c1C	-2%	-1%	-4%	-5%	-3%	-4%	2%	4%	3%	0%
COc1ccc(N(C)C(=O)c2cn(CC(C)C)c(=O)c3cc(OC)c(OC)cc23)c(OC)c1	-7%	1%	1%	-9%	3%	5%	-2%	20%	0%	-1%
CNC(=O)c1c(NC(=O)CS(=O)(=O)c2ccc(Cl)cc2)sc(C)c1C	3%	4%	-1%	-14%	-5%	/	-2%	/	-4%	/
O=C(NC12CC3CC(CC(C3)C1)C2)C1CCCN1C(=O)NC1CCCCC1 (stereo not given)	-2%	6%	-1%	-8%	-6%	-4%	1%	-19%	-5%	-14%[0.365 µM]
FC(F)(F)c1nnc2ccc(N3CCOCC3)nn12	3%	3%[2.3 µM]	0%	0%	0%	-6%	-4%	-9%	8%	-1%
CC(C)CNS(=O)(=O)c1ccc(CCC(=O)NCc2ccco2)cc1	11%	-3%	-2%	-9%	-6%	?	1%	38%	0%	5%
OC(C#CCN1CCOCC1)(c1ccccc1)C1CC1 (stereo not given)	1%	-1%	2%	11%	6%	-1%	-7%	2%[10 µM]	-2%	3%
CN(C)c1ccc(/C=C/c2cc[n+]([O-])cc2)cc1	?	?	15%	/	/	?	4%	-31%	?	-26%
Cc1c(C(=O)NN)nc2ccccn12	12%	-4%	-2%	-23%	-10%	1%	-2%	-1%	1%	-3%
COc1ccccc1NC(=O)CN(c1ccc(C23CC4CC(CC(C4)C2)C3)cc1)S(C)(=O)=O	12%	0%	-5%	-57%	/	9%	-5%	28%	-5%	1%
Cc1cccc(NC(=O)CSc2nc3ccccc3nc2N2CC(C)OC(C)C2)c1 (stereo not given)	/	2%	-4%	-17%	?	31%[activator]	4%	-10%	-4%	6%
CC(=O)N(CCC(Cc1ccccc1)c1ccc2c(c1)OCO2)Cc1ccccc1F (stereo not given)	2%	-8%	-4%	-20%	3%	-2%	15%	?	-5%	-3%
COc1ccc(/C=N/Nc2ncnc3sc4c(c23)CCCC4)cc1O	26%	1.7µM*	7%	-45%	-1%	?	-2%	?	12%	4.5µM*
CC1CCN(S(=O)(=O)CCNC(=O)c2ccccc2)CC1	-1%	5%	-3%	-16%	8%	/	3%	/	-1%	/
O=C(Nc1ccc(F)cc1)c1cccc2c1C(=O)N(CC1CCCO1)C2 (stereo not given)	8%	-6%	-11%	-7%	7%	11%	-2%	-20%	1%	6%
O=C(/C=C/c1ccco1)N(c1ccccn1)c1ccccn1	0%	-10%	0%	19%	0%	1%	2%	-1%	0%	4%
Cc1cc(C(=O)COc2ccc(F)cc2Br)c(C)n1C1CC1	-3%	11µM*	17%	40%	?	/	?	/	0%	/
CCOC(=O)CN1C(=O)C(CC)Oc2ccc(Cl)cc21 (stereo not given)	-13%	4%	-2%	-25%	/	-5%	-2%	-3%	0%	-5%
CN(C)c1ccc(-c2nnc(-c3cccnc3)o2)cc1	19%	9.5µM*	1.1µM*	?	-4%	?	1.6µM*	-2%	10µM*	-29%
COc1ccc2c(CC(=O)NNC(=O)c3cccs3)coc2c1	10%	?	-3%	1%	3%	/	0%	/	6%	/
Cc1ccc(O)c(C2=NNC(O)(C(F)(F)F)C2)c1 (stereo not given)	13%	-2%	-1%	-2%	-10%	-4%	-5%	0%	-2%	-23%
O=C(CN(CC1CCCO1)C(=O)CNS(=O)(=O)c1ccccc1)NCc1ccccc1 (stereo not given)	-6%	-2%	-2%	-18%	1%	3%	-7%	6%	1%	16%
O=C1NC[C@@H](c2ccccc2)OC(=O)[C@H](Cc2ccc(F)cc2)C/C=C\C[C@H]1CC(=O)N(CCO)Cc1ccccc1	-2%	/	/	-13%	13%	/	/	/	-3%	/
O=C(c1cc(-c2ccc(Cl)c(Cl)c2)on1)N1CCCCC1	?	4.3µM*	2.8µM*	4µM*	10%	-5%	1µM*	16%	?	2%
COc1ccc(C(=O)N(Cc2ccccc2)c2cccc(C)c2)c(OC)c1OC	1%	1%	3%	-19%	12%	-6%	-4%	1%	-7%	-9%
Cc1ccc(CSc2ccc3nnc(-c4ccccn4)n3n2)cc1	-1%	-3%	-4%	-46%	-1%	7%	10%	13%	-7%	2%
COc1ccc(NC2CCCN(C(=O)CCOc3ccccc3)C2)cc1 (stereo not given)	-1%	2%	-1%	-34%	0%	8%	0%	-10%	1%	-16%
CCN(CC)S(=O)(=O)c1ccc(C(=O)Nc2nnc(-c3ccco3)o2)cc1	1%	-19%	-7%	-16%	?	10%	-2%	0.56µM*	-17%	1.3µM*
Cc1nc(S/C(=C\c2ccc(-c3ccc(C(=O)O)c(Cl)c3)o2)C(=O)O)n[nH]1	-2%	?	2%	-12%	8%	?	3%	11%	-2%	-2%
Cn1c2ccccc2c(=O)c2c(=O)n(-c3ccccc3)c(C3CCCCC3)nc21	-7%	-7%	-6%	-25%	-4%	?	-7%	-7%	-6%	3%
O=C(CNC1C(=O)Nc2ccccc21)Sc1ccccc1 (stereo not given)	4%	-47%[2.3 µM]	1%	0%	0%	0%	-1%	12%	0%	-16%
Cc1c(NC(=O)CC(C)C)c(=O)n(-c2ccccc2)n1C	-9%	2%	-2%	2%	-2%	-11%	-2%	-4%	-2%	-10%
CCn1c2ccccc2c2cc(NC(=O)CSc3nnnn3-c3ccccc3)ccc21	/	7%	/	-6%	13%	?	/	?	/	2%
CCCCOC(=O)c1ccc(OC(=O)N2CCOCC2)cc1	?	?	20%	0%	-7%	-2%	18%	24%	5%	-5%
COc1ccccc1NC(=O)N1CCCC1C(=O)NCc1cccs1 (stereo not given)	-3%	-2%	2%	-20%	1%	-6%	-3%	-19%	-2%	-4%
C[C@H](NC(=O)[C@@H]1Cc2ccccc2CN1)C(=O)NC1CCCCC1	0%	5%	-1%	-3%	0%	-1%	-3%	2%	0%	-7%
O=C(O)CNC(=O)/C=C/c1c(Cl)cccc1Cl	-2%	0%	-4%	35%	4%	-1%	-11%	-17%	5%	5%
CCOC(=O)C1CCCN(c2nc3ccccc3nc2C(C#N)C(=O)OCC)C1 (stereo not given)	-3%	2%	-2%	-15%	-11%	29%	-8%	-10%	-13%	-1%
C[C@@H]1COC(=O)[C@H](CC(=O)OC(C)(C)C)C/C=C\C[C@@H](CC(=O)N(CCO)Cc2ccccc2)C(=O)N1	15%	/	/	-15%	6%	/	/	/	1%	/
